T cruzi growth = T. cruzi intracellular proliferation inhibitors, primary screen, cell-based, beta-gal Tulahuen parasites, NIH3T3 host, luminescence. actives 5.9% (n = 77,000). T. cruzi beta-gal in NIH3T3, GalScreen luminescence, 90 h. AID 624255, 2012. inhibition, % at 8.34 µM;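 active means mean inhibition above about 93%, with at least 55% of replicates each passing it, limit read from the data, passing the limit was not always enough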
C diff HTS = C. difficile growth inhibitors, primary screen, HTS | Clostridium difficile clinical isolate growth, OD600, 24 h; hits give low values | growth activity, negative = inhibition, % at 16 µg/mL (by protocol) | actives 0.25% (n = 86,000) | AID 1259249, 2017;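 active means mean growth activity at or below -80% and every replicate also at or below -80%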;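 further: 0% = DMSO wells and -100% = levofloxacin 16 µg/mL wells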
GASC1 inh = inhibitors of GASC-1 (KDM4C) histone demethylase, primary screen, biochemical, single concentration HTS; Lysine-specific demethylase 4C (Homo sapiens), Q9H3R0; GST-KDM4C 2-372, H3K9me3 peptide, LANCE TR-FRET; inhibition, % at 12.5 µM; actives 0.15% (n = 96,000); AID 720574, 2013;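 active means mean replicate inhibition above about 25%, with at least 55% of replicates also reaching it, limit read from the data, passing the limit was not always enough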
Target sequence (Q9H3R0 2-372 limits assumed): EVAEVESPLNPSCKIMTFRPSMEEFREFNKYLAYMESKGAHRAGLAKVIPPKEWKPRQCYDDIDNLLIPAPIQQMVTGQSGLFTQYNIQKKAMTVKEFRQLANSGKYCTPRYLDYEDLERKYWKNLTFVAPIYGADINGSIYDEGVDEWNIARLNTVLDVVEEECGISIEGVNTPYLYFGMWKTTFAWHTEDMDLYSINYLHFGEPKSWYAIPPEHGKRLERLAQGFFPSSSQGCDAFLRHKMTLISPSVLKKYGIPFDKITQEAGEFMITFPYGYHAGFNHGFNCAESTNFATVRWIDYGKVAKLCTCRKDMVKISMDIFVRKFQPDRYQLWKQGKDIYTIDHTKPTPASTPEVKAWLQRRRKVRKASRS
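Compound: one test concentration per compound; Material: GST-GASC-1 enzyme fragment 2-372; Amount: GASC-1 enzyme at 10 nM final in reaction; Also added: H3K9me3 peptide substrate, Fe(II), 2-oxoglutarate; Technique: LANCE TR-FRET; Times: 30 min demethylation and 1 h detection at room temperature.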
Pf Dd2 inh = P. falciparum Dd2 growth inhibitors, primary screen, SYBR Green fluorescence, single dose replicates; actives 2.3% (n = 94,000); 72 h; hits give low values; activity change, % at 10 µM; in the data active means activity change below about -80%
An asterisk follows results filed as active; x = not tested or not shown; & = joins results of further samples.

Values run as follows: T cruzi growth	C diff HTS	GASC1 inh	Pf Dd2 inh
C[C@@H]1CCCCO[C@H](CN(C)S(=O)(=O)c2ccc(Cl)cc2)[C@H](C)CN([C@H](C)CO)C(=O)c2cc(NS(=O)(=O)c3ccc(F)cc3)ccc2O1
    88	-3	0.6	-80
CC(C)[C@@H](C)NC(=O)N(C)C[C@@H]1OCc2ccccc2-c2c(n(C)c3ccccc23)C(=O)N([C@@H](C)CO)C[C@H]1C
    -70	x	-0.9	-51
CC(C)NC(=O)Nc1cccc2c1O[C@H](CN(C)C(=O)NC(C)C)[C@@H](C)CN([C@@H](C)CO)C2=O
    43	-2	1.1	7
C[C@@H]1CN([C@H](C)CO)C(=O)Cc2cc(NC(=O)Nc3ccc(C(F)(F)F)cc3)ccc2O[C@@H]1CN(C)S(=O)(=O)c1ccc(Cl)cc1
    38	24	-1.2	5
C[C@@H]1CCCCO[C@@H](CN(C)Cc2ccc(Cl)c(Cl)c2)[C@@H](C)CN([C@@H](C)CO)C(=O)c2cc(NC(=O)Nc3ccccc3)ccc2O1
    73	23	0.0	-39
CO[C@H](CN(C)S(=O)(=O)c1ccc(F)cc1)[C@@H](C)CN(C(=O)Nc1ccccc1F)[C@H](C)CO
    43	x	0.3	17
OC[C@H]1Nc2ccc(-c3cccc(F)c3)cc2[C@H]2[C@@H]1CCN2Cc1ccncc1
    106*	-13	5.4	-47
COc1ccc2c3c([nH]c2c1)[C@H](CO)N(C(C)=O)CC31CCN(C(=O)Nc2ccc(F)cc2)CC1
    x	6	0.2	-63
O=C(C[C@H]1CC[C@H]2[C@@H](COC[C@H](O)CN2C(=O)C2CC2)O1)NCc1ccccc1Cl
    9	-1&-4	-1.0	-48
C/C=C/c1ccc([C@H]2[C@@H](CO)N(S(=O)(=O)c3cccc(F)c3)[C@H]2C#N)cc1
    111*	-6	-0.9	-13
C[C@@H]1CCCCO[C@@H](CN(C)C(=O)Cc2ccccc2)[C@H](C)CN([C@H](C)CO)C(=O)c2cc(NS(C)(=O)=O)ccc2O1
    28	-1	0.0	-14
CN(C)CC#Cc1cccc(-c2nc(C(=O)N3CCN(Cc4ccccc4)CC3)cc3c2[C@H](CCO)N(S(=O)C(C)(C)C)C3)c1 (some centres not stated)
    x	0	x	-14
O=C(Nc1cccc(Cl)c1)N[C@@H]1CC[C@H](CCNC(=O)C2CCCCC2)O[C@H]1CO
    12	-6	0.7	17
C[C@@H]1CN([C@@H](C)CO)C(=O)c2cccc(NC(=O)Nc3ccc4c(c3)OCO4)c2O[C@H]1CN(C)Cc1ccc(Cl)c(Cl)c1
    114	x	12	-31
CCCC(=O)Nc1ccc2c(c1)C(=O)N(C)[C@@H]1CC[C@@H](CC(=O)NCCOC)O[C@@H]1CO2
    22	-12	-0.4	16
COCC(=O)Nc1ccc2c(c1)[C@@H]1C[C@H](CC(=O)NC3CCCCC3)O[C@@H](CO)[C@@H]1O2
    0	x	-2.9	5
COc1ccc(-c2cnc3c(c2)C(=O)N([C@@H](C)CO)C[C@H](C)[C@H](CN(C)C(=O)Cc2cccnc2)O3)cc1
    x	2	-0.2	-2
C[C@H](CO)N1C[C@H](C)[C@H](CN(C)C(=O)CC2CC2)Oc2cc(-c3ccncc3)ccc2S1(=O)=O
    40	3	-2.2	-21
CN(C)C(=O)c1ccc(-c2ccc3c(c2)[C@H]2[C@H](CCN2C(=O)c2cnccn2)[C@H](CO)N3)cc1
    92	-6	2.3	3
CN(C)Cc1cn(CC[C@H]2CC[C@H](NS(=O)(=O)c3ccccc3)[C@@H](CO)O2)nn1
    x	1	2.9	x
C[C@@H]1CN([C@H](C)CO)C(=O)c2cccc(N(C)C)c2O[C@@H]1CN(C)Cc1ccc(C(=O)O)cc1
    -17	-3	-0.1	12
C[C@@H]1CN([C@@H](C)CO)C(=O)c2cc(NS(=O)(=O)c3ccc(F)cc3)ccc2O[C@@H](C)CCCCO[C@@H]1CN(C)C(=O)Nc1cccc2ccccc12
    101*	-1	-0.2	-86*
CCCc1cn(CC[C@@H]2CC[C@H](NC(=O)C3CCC3)[C@@H](CO)O2)nn1
    x	0	-1.6	9
Cc1ccc(S(=O)(=O)N(C)C[C@@H]2OCCCC[C@H](C)Oc3ccc(NC(=O)CCC(F)(F)F)cc3C(=O)N([C@H](C)CO)C[C@H]2C)cc1
    x	x	-0.2	-63
COc1ccc(NC(=O)N(C)C[C@H]2Oc3ccc(NC(=O)C4CCCCC4)cc3C(=O)N([C@@H](C)CO)C[C@H]2C)cc1
    23	-2	-0.1	-7
Cc1ccc(S(=O)(=O)Nc2ccc3c(c2)C(=O)N([C@H](C)CO)C[C@@H](C)[C@@H](CN(C)C(=O)c2ccccc2)OCCCC[C@H](C)O3)cc1
    -2	-15	1.5	-52
CO[C@H]1CN(C)C(=O)c2cc(NC(=O)Nc3ccccc3Cl)ccc2OC[C@H](C)NC[C@@H]1C
    -17	x	0.0	14
O=C(C[C@@H]1C[C@H]2c3cc(NC(=O)NC4CCCC4)ccc3O[C@H]2[C@H](CO)O1)NCc1ccncc1
    37	-3	1.2	15
COc1ccccc1C#Cc1ccc([C@@H]2[C@@H](CO)N(C(=O)C3CCCC3)[C@H]2C#N)cc1
    x	16	0.9	-88*
N#C[C@@H]1[C@H](c2ccc(C#Cc3ccc(F)cc3)cc2)[C@@H](CO)N1C(=O)C1CCCC1
    88	-4	-3.5	-57
O=C(C[C@H]1C=C[C@H](NC(=O)C2CCC2)[C@@H](CO)O1)Nc1nccs1
    x	-2	5.8	-10
O=C1CN(S(=O)(=O)Cc2ccccc2)C[C@H]2[C@@H](c3ccc(C#Cc4cccc(F)c4)cc3)[C@@H](CO)N12
    x	6	-2.1	-23
COc1cccc(S(=O)(=O)Nc2ccc3c(c2)[C@@H]2C[C@H](CC(=O)NCCc4ccccc4)O[C@@H](CO)[C@@H]2O3)c1
    -49	x	-0.1	-49
CO[C@@H]1CN(C)C(=O)c2ccc(NC(=O)Nc3ccc(Cl)cc3)cc2OC[C@H](C)NC[C@@H]1C
    -29	x	-0.8	x
COc1cccc(C#Cc2cnc3c(c2)C(=O)N([C@H](C)CO)C[C@@H](C)[C@H](CN(C)C(=O)C2CCOCC2)O3)c1
    x	1	-0.3	-50
O=C(c1cccc(F)c1)N1CC(=O)N2[C@H](CO)[C@H](c3ccc(/C=C/c4ccccc4)cc3)[C@@H]2C1
    x	51	0.0	-17
C[C@@H]1CN([C@@H](C)CO)C(=O)Cc2cc(N(C)C)ccc2O[C@@H]1CN(C)S(=O)(=O)c1cn(C)cn1
    15	3	-0.1	0
CC(C)NC(=O)N(C)C[C@@H]1Oc2ccc(NC(=O)NC3CCCCC3)cc2CC(=O)N([C@H](C)CO)C[C@H]1C
    -16	0	-2.0	-1
C[C@H](CO)N1C[C@H](C)[C@@H](CN(C)C(=O)Nc2ccccc2)Oc2c(NS(C)(=O)=O)cccc2C1=O
    -5&-26	-2&-2	-0.7	14&8
CC(=O)N1[C@@H]2c3ccc(/C=C/c4ccccc4)c(=O)n3C[C@@H]2[C@@H](CO)[C@@H]1C(=O)Nc1nccs1
    22	6	1.5	x

Some of the entries so far, with each value named:
CO[C@@H]1CN(C)C(=O)c2ccc(NC(=O)Nc3ccc(Cl)cc3)cc2OC[C@H](C)NC[C@@H]1C
  T cruzi growth = -29
  C diff HTS = x
  GASC1 inh = -0.8
  Pf Dd2 inh = x

COc1cccc(C#Cc2cnc3c(c2)C(=O)N([C@H](C)CO)C[C@@H](C)[C@H](CN(C)C(=O)C2CCOCC2)O3)c1
  T cruzi growth = x
  C diff HTS = 1
  GASC1 inh = -0.3
  Pf Dd2 inh = -50

O=C(c1cccc(F)c1)N1CC(=O)N2[C@H](CO)[C@H](c3ccc(/C=C/c4ccccc4)cc3)[C@@H]2C1
  T cruzi growth = x
  C diff HTS = 51
  GASC1 inh = 0.0
  Pf Dd2 inh = -17

C[C@@H]1CN([C@@H](C)CO)C(=O)Cc2cc(N(C)C)ccc2O[C@@H]1CN(C)S(=O)(=O)c1cn(C)cn1
  T cruzi growth = 15
  C diff HTS = 3
  GASC1 inh = -0.1
  Pf Dd2 inh = 0

Continuation:
Compound	T cruzi growth	C diff HTS	GASC1 inh	Pf Dd2 inh
C[C@H](CO)N1C[C@H](C)[C@H](CN(C)C(=O)c2ccccc2)OCCCC[C@H](C)Oc2ccc(NC(=O)Nc3ccc(C(F)(F)F)cc3)cc2C1=O	87	-9	0.0	19
CCCC#Cc1cnc2c(c1)C(=O)N([C@@H](C)CO)C[C@@H](C)[C@H](CN(C)C(=O)c1ccccc1)O2	x	0	2.6	-22
Cc1noc(C)c1NC(=O)N(C)C[C@@H]1OCCCC[C@H](C)Oc2ccc(NS(=O)(=O)c3c(C)noc3C)cc2C(=O)N([C@H](C)CO)C[C@@H]1C	-7	-8	0.2	4
C[C@@H]1CN([C@H](C)CO)S(=O)(=O)c2ccc(C#Cc3ccccc3F)cc2O[C@@H]1CN(C)CC1CC1	-14	-6	-1.0	-72
COc1cccc(-c2ccc3c(c2)[C@@H]2[C@@H](CCN2C(=O)Cc2ccccc2)[C@@H](CO)N3)c1	17	-28	-1.9	1
Cc1noc(C)c1NC(=O)N(C)C[C@H]1Oc2c(NC(=O)Nc3ccc(C(F)(F)F)cc3)cccc2C(=O)N([C@H](C)CO)C[C@@H]1C	91	x	-2.6	-4
CC(C)NC(=O)N1CCCCN2[C@H](C1)[C@@H](c1ccc(C#C[C@H](C)O)cc1)[C@@H]2CO	-17	-8	0.4	28
CCS(=O)(=O)NCC[C@H]1CC[C@H](NC(=O)C2CCOCC2)[C@@H](CO)O1	7	-1	0.8	0
N#C[C@H]1[C@H](c2ccccc2-c2ccccc2F)[C@@H](CO)N1C(=O)Cc1ccccc1	x	6	-1.2	23
Cc1noc(C)c1NC(=O)Nc1ccc2c(c1)C(=O)N([C@@H](C)CO)C[C@@H](C)[C@@H](CN(C)S(=O)(=O)c1cn(C)cn1)OCCCC[C@@H](C)O2	12	-5	-0.6	40
O=C(C[C@@H]1C=C[C@@H](NC(=O)Nc2ccc(C(F)(F)F)cc2)[C@H](CO)O1)NCCN1CCCC1	-76	3	-0.6	-54
Cc1ccc(S(=O)(=O)N(C)C[C@H]2Oc3c(NC(=O)Nc4c(C)noc4C)cccc3C(=O)N([C@H](C)CO)C[C@@H]2C)cc1	-53	14	-1.2	-2
COc1ccc(-c2ccc3n(c2=O)C[C@@H]2[C@@H](CO)[C@H](C(=O)N(C)C)N(CC4CCCC4)[C@H]32)cc1	-4	-4	8.9	x
C[C@H](CO)N1C[C@H](C)[C@H](CN(C)Cc2ccc(C(F)(F)F)cc2)Oc2c(NC(=O)C3CCCCC3)cccc2C1=O	-72	16	1.3	-30
O=C(NCC[C@H]1CC[C@@H](NS(=O)(=O)Cc2ccccc2)[C@H](CO)O1)C1CC1	x	3	-0.7	18
Cc1ccc(S(=O)(=O)Nc2ccc3c(c2)C(=O)N([C@@H](C)CO)C[C@@H](C)[C@H](CN(C)Cc2ccc(C(F)(F)F)cc2)O3)cc1	42	x	4.0	8
COCC(=O)Nc1ccc2c(c1)C(=O)N(C)C[C@@H](OC)[C@@H](C)CN(C(=O)c1ccccn1)[C@H](C)CO2	2	x	-1.1	58
C[C@@H]1CN([C@@H](C)CO)C(=O)c2cc(-c3ccccc3)cnc2O[C@@H]1CN(C)C(=O)NC1CCCC1	-57	2	3.5	11
COc1ccc(-c2ccc([C@H]3[C@@H](CO)N4CCCCN(S(=O)(=O)c5cccs5)C[C@@H]34)cc2)cc1	107*	5	-1.3	2
C[C@H]1CN([C@@H](C)CO)S(=O)(=O)c2ccc(C#Cc3ccncc3)cc2O[C@H]1CN(C)C(=O)C1CC1	87	x	4.6	-36
COc1ccc(NC(=O)N(C)C[C@H]2Oc3cc(C#CCC(C)C)ccc3S(=O)(=O)N([C@H](C)CO)C[C@H]2C)cc1	6	0	1.8	-88*
C[C@H](CO)N1C[C@H](C)[C@H](CN(C)Cc2cccc3c2OCCCO3)OCc2ccccc2-c2ccccc2C1=O	15	-3	-0.5	-3
C[C@H](CO)N1C[C@H](C)[C@H](CN(C)C(=O)c2ccncc2)OCCCC[C@H](C)Oc2ccc(NS(=O)(=O)c3ccc(F)cc3)cc2C1=O	-66	x	0.3	-4
C[C@H](CO)N1C[C@H](C)[C@@H](CN(C)Cc2ccc(C(=O)O)cc2)Oc2ccc(NC(=O)Cn3cnnn3)cc2C1=O	-44	x	0.2	11
O=C(Nc1ccc(Cl)cc1)N1C[C@H]2[C@@H](c3ccccc31)[C@@H](CO)N2CC1CCCCC1	109*	5	-0.1	-1
CCC(=O)N1CC(=O)N2[C@H](CO)[C@H](c3ccc(C#CC4CCCC4)cc3)[C@@H]2C1	x	-3	-1.1	0
CCCNC(=O)C[C@@H]1C[C@H]2c3cc(NC(=O)C4CCC4)ccc3O[C@H]2[C@H](CO)O1	-9	-2	-2.0	0

Assay outcomes from PubChem.
